Rab9 promoter act: Rab9 promoter activation; 320,000 tested, 2.8% active; Huh7 Rab9 promoter-luciferase reporter, luminescence, 24 h; Potency, µM (doses to about 9.22 µM), without a hit: at the highest dose activation, negative = inhibition, actives largely listed as activators; further: potency means the concentration at half of the fitted maximal effect; % of control where 0% means no effect; nearly all actives have a fitted effect of over 60% in size
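Promoter activation is measured as luciferase luminescence in Huh7 cells stably transfected with a Rab9 promoter–luciferase construct, following 24 h compound exposure at 37 °C and 10 min reagent incubation at ambient temperature.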
PKM2 act: PKM2 (human) enzyme activation | P14618 | purified PKM2, Kinase-Glo ATP luminescence, activation; response scale: 0% is enzyme alone, no compound | Potency, µM (titrated, usually from 57.5 µM), without a hit: top-dose activation, hits mostly activators | 260,000 tested, 0.34% active; further: potency means the concentration at half of the fitted maximal effect; on the % scale 0 is the no-effect control and ±100 the full control effect; nearly all actives have a fitted effect of over 55% in size
Target sequence (P14618 whole entry, looked up): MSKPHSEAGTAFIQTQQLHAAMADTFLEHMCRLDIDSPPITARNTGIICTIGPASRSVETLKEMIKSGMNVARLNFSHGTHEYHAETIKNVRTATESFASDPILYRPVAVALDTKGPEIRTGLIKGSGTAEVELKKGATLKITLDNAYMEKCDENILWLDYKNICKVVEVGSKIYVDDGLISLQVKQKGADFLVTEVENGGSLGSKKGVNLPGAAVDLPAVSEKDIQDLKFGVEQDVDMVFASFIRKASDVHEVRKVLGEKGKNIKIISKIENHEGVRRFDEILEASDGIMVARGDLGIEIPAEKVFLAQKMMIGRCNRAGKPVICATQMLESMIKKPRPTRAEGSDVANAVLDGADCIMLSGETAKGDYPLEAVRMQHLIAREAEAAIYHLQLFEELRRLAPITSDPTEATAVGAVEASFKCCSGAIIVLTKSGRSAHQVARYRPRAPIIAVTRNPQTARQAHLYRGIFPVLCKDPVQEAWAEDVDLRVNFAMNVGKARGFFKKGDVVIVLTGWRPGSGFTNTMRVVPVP
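ATP formation by purified human PK-M2, quantified via coupled luciferase luminescence after 1 h at room temperature with 0.1 mM ADP and 0.5 mM PEP final.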
Gal4-VP16 FLuc: Gal4-VP16 reporter inhibition counter-screen; Drosophila S2 Gal4-VP16 UAS-luciferase, luminescence, 20 h; Potency, µM (highest dose often 53.6 µM), inactives show at the top dose activity, negative = inhibition, hits mostly inhibitors; 310,000 tested, 3.5% active; AID 2546;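 further: Gal4-VP16 expression switched on by copper sulfate through the metallothionein promoter; potency means the concentration at half of the fitted maximal effect; on the % scale 0 is the no-effect control and ±100 the full control effect; nearly all actives have a fitted effect of over 50% in size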
ELG1 DNA repair: blocks ELG1-dependent DNA repair in HEK293T cells | HEK293T ELG1-luciferase reporter, luminescence, 16 h; DNA damage induced by 5-fluorouridine | Potency, µM (doses to about 46.1 µM), for inactives: top-dose activity change, negative = inhibition, usual class: inhibitors | 330,000 tested, 2.3% active | AID 504467; further: potency means the concentration at half of the fitted maximal effect; on the % scale 0 is the no-effect control and ±100 the full control effect; nearly all actives have a fitted effect of over 55% in size
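5-Fluorouridine DNA damage + compound/DMSO, 2,000 cells/well, 16 h, 37 °C/5% CO2. ONE-Glo, 30 min RT, luminescence. Readout = decrease in reporter signal.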
Menin MLL FP TR: menin-MLL binding inhibition, Texas Red mutant peptide | Menin + Texas Red MLL mutant peptide, fluorescence polarization | Potency, µM (highest dose often 61.6 µM), inactives show top-dose FP activity change, negative = inhibition, usual class: inhibitors | 270,000 tested, 0.23% active | AID 1768; active means well fitted inhibition curve with a large enough effect in the polarisation, with a control signal flat, not every such curve was filed as active; inconclusive means small, poorly fitted or top-dose-only effect, or effect the other way, or a change in a side signal; inactive means no such curve, though single readings can be large or run the other way; the % refers to the polarisation; further: potency means the concentration at half of the fitted maximal effect; % of control where 0% means no effect; many of its hits are not listed in these tables
Target sequence (O00255 whole entry, looked up): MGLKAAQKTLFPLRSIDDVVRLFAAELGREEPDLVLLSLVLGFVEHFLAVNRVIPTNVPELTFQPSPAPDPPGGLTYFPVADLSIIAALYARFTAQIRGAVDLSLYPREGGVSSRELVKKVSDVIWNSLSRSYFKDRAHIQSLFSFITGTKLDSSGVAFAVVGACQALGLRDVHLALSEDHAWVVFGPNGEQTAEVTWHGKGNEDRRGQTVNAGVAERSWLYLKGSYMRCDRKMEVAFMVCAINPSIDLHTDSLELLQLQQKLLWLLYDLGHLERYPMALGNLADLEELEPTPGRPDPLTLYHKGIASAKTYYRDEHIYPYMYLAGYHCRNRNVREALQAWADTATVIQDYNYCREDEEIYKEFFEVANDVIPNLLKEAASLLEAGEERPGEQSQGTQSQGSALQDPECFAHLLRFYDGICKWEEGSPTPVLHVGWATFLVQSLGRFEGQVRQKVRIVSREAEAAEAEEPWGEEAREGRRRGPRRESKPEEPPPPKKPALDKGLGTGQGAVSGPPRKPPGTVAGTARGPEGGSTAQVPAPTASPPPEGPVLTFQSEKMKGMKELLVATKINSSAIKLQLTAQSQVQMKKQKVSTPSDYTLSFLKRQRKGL
Mito fusion act: inhibitors of mitochondrial division or activators of mitochondrial fusion; S. cerevisiae fusion-defective mutant growth rescue, CellTiterGlo 48 h; Potency, µM (highest dose often 46.1 µM), inactives show at the top dose growth rescue (activation), most hits filed as activators; 320,000 tested, 0.23% active; AID 485298;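 further: potency means the concentration at half of the fitted maximal effect; % of control where 0% means no effect; nearly all actives have a fitted effect of over 45% in size; temperature-sensitive fusion mutants such as fzo1-1 at 37 °C on non-fermentable ethanol glycerol medium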
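Luminescent cell viability in 1536-well qHTS format served as the measure of rescued growth in ts fusion-mutant S. cerevisiae cultured on non-fermentable YPEG for 48 hours at 37C.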
KCNH2 3.1 block: blocks the human KCNH2 3.1 channel isoform; U2OS KCNH2 3.1, thallium flux FluxOr; stronger effect = lower value; activity change, % (tested at about 1.8 µM); 340,000 tested, 0.95% active;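 active means maximum activity change below -70%; inconclusive means maximum activity change from -70% to -50%; inactive means maximum activity change above -50%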;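 further: thallium influx rate constant from kinetic fluorescence after stimulation buffer; on the % scale 0 is the no-effect control and ±100 the full control effect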
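Kinetic fluorescence (2 min after stimulation buffer) measures Tl+ influx through KCNH2 3.1 expressed by viral transduction in U2OS cells; the rate constant is normalized against DMSO controls serving as positive and negative references.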
MBNL1 CUG block: inhibitors of human MBNL1 binding to CUG repeat RNA. TR-FRET MBNL1-His/biotin-(CUG)12 binding, 665/545 ratio. Potency, µM (highest dose often 57.5 µM), for inactives: at the highest dose activity change, negative = inhibition, hits mostly inhibitors. 280,000 tested, 0.036% active. Q9NR56; active means well fitted inhibition curve with a large enough effect in the signal ratio, with a control signal flat, not every such curve was filed as active; inconclusive means small, poorly fitted or top-dose-only effect, or effect the other way, or a change in a side signal; inactive means no such curve, though single readings can be large or run the other way; the % refers to the signal ratio; further: potency means the concentration at half of the fitted maximal effect; on the % scale 0 is the no-effect control and ±100 the full control effect
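TR-FRET readout: Ex 340 nm, 665/545 nm emission ratio, normalized to buffer-only (basal) and MBNL1-(CUG)12 controls. Complex of MBNL1-His with Biotin-(CUG)12, compounds 92 nM–58 uM, incubated 60 min at room temperature.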
RORg inh: inhibitors of mouse ROR gamma transcriptional activity | P51450 | Drosophila S2 Gal4-RORgamma UAS-luciferase reporter, 20 h | Potency, µM (series often up to 53.6 µM), without a hit: top-dose activity change, negative = inhibition, usual class: inhibitors | 310,000 tested, 5.4% active | AID 2551; further: potency means the concentration at half of the fitted maximal effect; on the % scale 0 is the no-effect control and ±100 the full control effect; nearly all actives have a fitted effect of over 60% in size
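Stable Schneider cell line, Gal4 DNA-binding domain fused to ROR gamma, UAS-luciferase. Cmpd 1 hr RT → CuSO4 700 uM final → 20 hr RT → luciferase reagent 10 min → luminescence.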
NPC1 prom act: NPC1 promoter activation. 320,000 tested, 2.4% active. Potency, µM (top dose mostly 9.22 µM), for inactives: at the highest dose activation, hits mostly activators. Huh7 NPC1 promoter luciferase reporter, 24 h;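 further: potency means the concentration at half of the fitted maximal effect; % of control where 0% means no effect; nearly all actives have a fitted effect of over 60% in size; reporter is driven by a mutant NPC1 promoter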
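Stable NPC1-promoter luciferase Huh7 line; cpd (DMSO) 24 h, 37 °C, 5% CO2; Amplite luciferase reagent 10 min RT; luminescence readout. qHTS format.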
FLuc modulator: inhibits or activates purified firefly luciferase, miR-21 counter-screen; 360,000 tested, 6.9% active; purified FLuc, Km substrates, luminescence inhibition; Potency, µM (titrated, usually from 57.5 µM), without a hit: top-dose activity change, negative = inhibition, hits mostly inhibitors; P08659;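 further: potency means the concentration at half of the fitted maximal effect; plate controls were vehicle for no effect and reference inhibitor for full effect; nearly all actives have a fitted effect of over 55% in size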
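Biochemical qHTS of compounds, final roughly 60 µM downward over six points, against 10 nM purified firefly luciferase using Km concentrations of substrates (10 uM D-luciferin, 10 uM ATP) in Tris acetate pH 7.5 buffer; luminescence output.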
Starred values were filed as active, the others as inactive; ? = inconclusive; . = no result given; [ ] = another dose, or the depositor's remark. Unless noted, the call rests on the fitted dose curve; in most records, active means well fitted curve in the direction sought with a large enough effect; inconclusive means small, poorly fitted or top-dose-only effect, or another doubt; inactive means no such curve, though single readings can be large; an effect the other way counts as inactive or inconclusive. Not all compounds are listed, so the mix of outcomes need not match the whole.

SMILES | Rab9 promoter act | PKM2 act | Gal4-VP16 FLuc | ELG1 DNA repair | Menin MLL FP TR | Mito fusion act | KCNH2 3.1 block | MBNL1 CUG block | RORg inh | NPC1 prom act | FLuc modulator
CCc1nnc(NC(=O)CCC(=O)Nc2ccc(Cl)cc2)s1 | -3% | . | 0% | 2% | -26% | 2% | 9 | 1% | 3% | -3% | -1%
Cc1ccccc1C(=O)NNC(=O)CN1C(=O)c2ccccc2C1=O | -2% | -16% | -14% | 12% | -14% | -12% | 14 | 9% | -11% | -1% | 1%
COc1cc(CC(NC(C)=O)C(=O)NC2CCN(C(=O)c3ccc(C)cc3)CC2)cc(OC)c1 (stereo unspecified) | -1% | . | -16% | 2% | . | -2% | -7 | 4% | -1% | 1% | 3%
O=C(NCCS(=O)(=O)N1CCN(c2ccc(F)cc2)CC1)c1ccco1 | 1% | . | . | 23% | . | 1% | -3 | . | . | 2% | 7%
Cc1cc(NC(=O)C(Cl)c2ccccc2)no1 (stereo unspecified) | 11% | 0% | -12% | -19% | 9% | -2% | 4 | 5% | -22% | -6% | 2%
C/C(=N/NC(=O)C1CC1(c1ccccc1)c1ccccc1)c1ccco1 (stereo unspecified) | -3% | 5% | 4% | -25% | -17% | -12% | 2 | 10% | ? | -5% | 1%
CCCOP(=O)(c1ccccc1)c1ccccc1 | -1% | 5% | 2% | 2% | ? | 2% | -5 | ? | 2% | 0% | 4%
COc1ccc(C(=O)NC(=S)NNC(=O)c2ccc(NC(=O)C(C)C)cc2)cc1 | -3% | 3% | 16µM* | 0% | 15% | 0% | -17 | -9% | ? | 0% | -20%
COc1ccc(OC)c(NC(=O)c2nc(S(=O)(=O)Cc3ccccc3)ncc2Cl)c1 | -30% | . | ? | ? | . | -24% | ? | 7% | 5µM* | -48%[inhibitor] | -7%
CCN(CC)S(=O)(=O)c1cc(C(=O)N=c2sccn2C)ccc1OC | 3% | -5% | -3% | -6% | . | -1% | 7 | -3% | -10% | 0% | 3%
CC(C)(C)c1ccc(S(=O)(=O)N2CCSC2)cc1 | -7% | -3% | -16% | 11% | 0% | 22% | 6 | -1%[11.5 µM] | 41% | 5% | -9%
COc1ccc(-c2[nH]ncc2CNCC(C)(C)N2CCOCC2)cc1F | -1% | 4% | 9% | ? | 0% | 6% | -3 | 5% | 38% | -1% | -5%
Cc1ccc2c(c1)sc1ncc(NC(=O)c3ccc(F)cc3)c(=O)n12 | -1% | -4% | 1% | ? | -19% | 0%[9.22 µM] | . | 4% | -20% | -4% | -5%
Cc1cc(C)n(CCSCC(=O)O)n1 | -2% | 6% | -3% | 0% | 3% | -4% | -3 | 3% | -2% | -1% | -2%
CCCn1nnc(NC(=O)c2ccco2)n1 | 5% | 1% | 13% | 21% | -19% | -2% | 8 | 2% | 0% | 1% | 4%[2.3 µM]
Nc1c(C(=O)Nc2ccccc2)c2nc3ccccc3nc2n1-c1ccc(O)cc1 | 1% | 3% | ? | ? | . | 6% | 14 | -5% | -44% | -4% | 6%
COc1ccccc1C(=O)Nc1nnc(SCC(=O)Nc2ccc3c(c2)oc2ccccc23)s1 | 2.8µM* | 6% | ? | ? | -6% | -4% | 11 | . | ? | 4µM* | 1.9µM*
C=C(C(=O)O)C(CCCCCC)C(=O)O (stereo unspecified) | -3% | 5% | -20% | 12% | 24% | 11% | -5 | -26% | 6% | 2% | -4%
COc1ccc(C(C)=O)cc1CSc1nc2cc(C(=O)O)ccc2c(=O)n1Cc1ccccc1 | -5% | 9% | 0% | -25% | ? | 7% | 7 | 1% | -12% | 3% | 0%
CCC(NC(=O)Nc1ccc(O)cc1)(C(F)(F)F)C(F)(F)F | -1% | 0% | 5% | -9% | 12% | -4% | 8 | -7% | -3%[10 µM] | 0% | -3%
Cc1cc(=O)oc2cc(OCC(=O)N3CCc4ccccc4C3)ccc12 | 0% | 2% | -3% | -18% | -14% | 8% | -6 | 3% | 17% | -2% | 2%
O=C(NCc1nnc(SCc2ccccc2)n1-c1ccc(F)cc1)C12CC3CC(CC(C3)C1)C2 | 0% | -1% | -22% | -16% | -4% | 14% | 6 | -5% | 39% | -2% | -1%
CC(=O)c1ccc(OCC(=O)NC(=O)NC2CCCCC2)cc1 | 2% | 0% | ? | 5% | . | 2% | -22 | -2% | 26% | 1% | 1%
CC(C)NC(=O)C1CCN(c2ccc(S(=O)(=O)N3CCOCC3)cc2Cl)CC1 | -7% | 4% | 1% | -15% | . | -5% | -22 | -7% | -13% | -5% | 5%
Cc1ccccc1-n1ncc2c1CC(C)(C)CC2NC(=O)CN1CCCC1=O (stereo unspecified) | 0% | . | 0% | 19% | . | -3% | -6 | -2% | -10% | -8% | 1%
Carrying on:
SMILES | Rab9 promoter act | PKM2 act | Gal4-VP16 FLuc | ELG1 DNA repair | Menin MLL FP TR | Mito fusion act | KCNH2 3.1 block | MBNL1 CUG block | RORg inh | NPC1 prom act | FLuc modulator
CCC(C)[C@H](NC(=O)CCn1nnc2ccccc2c1=O)C(=O)O (stereo partly specified) | 2% | -5% | -13% | 4% | 10% | 6% | 10 | -2%[11.5 µM] | 12% | -2% | 0%
COc1cccc(NC(=O)CN2C(=O)NC3(CCCc4ccccc43)C2=O)c1 (stereo unspecified) | 11% | . | . | -5% | . | -2% | 1 | . | . | -4% | -11%
COc1ccc(-n2c(C)c(C)c3c(NCCCN(C)C)ncnc32)cc1 | -1% | . | 1% | -6% | -25% | 8% | 4 | -8% | 20% | 0% | 0%
CCN(CC)N=Nc1ccc(S(N)(=O)=O)cc1 | 7% | 1% | 11% | -1% | 10% | -14% | -6 | 3% | 16% | 8% | -10%
COc1ccc(-n2c(NN)nc3sc4c(c3c2=O)CCCC4)cc1 | -1% | 23% | -6% | -14% | -10% | 9% | 5 | 0% | ? | -1% | ?
COc1ccc(OC)c2sc(NC(=O)CCSc3ccccc3)nc12 | 5% | -19% | -12% | ? | ? | 2% | 3 | -9% | -10% | 2% | 2%
Cc1ccc2cc(C=O)c(N3CCOCC3)nc2c1C | 22% | 3% | -12% | 7% | -12% | 0% | 4 | 71%[activator] | -20%[1.91 µM] | -3% | ?
CCc1nc(Nc2ccccc2O)c2oc3ccccc3c2n1 | -4% | . | 8% | 0% | ? | -19% | 22 | -15% | -12% | ? | -1%
CCOC(=O)C(NC(=O)c1ccc(OC)cc1)(N1CCOCC1)C(F)(F)F (stereo unspecified) | -4% | 1% | 1% | ? | 16% | -10% | 15 | 1% | -25% | -3% | -2%
O=C(Nc1nnc(C(F)(F)F)s1)c1c(F)cccc1F | 5% | 2% | -2% | 0% | 38%[activator] | 13% | 9 | 3% | ? | 12% | ?
O=c1/c(=C/c2ccco2)sc2n1CN(c1cccc(Br)c1)CN=2 | 1% | 1% | -1% | -8% | -12% | 6% | . | ? | 0% | 7% | -11%
CS(=O)(=O)N(CC(=O)N1CCCC1)c1ccc(Cl)cc1 | 1% | -1% | -1% | 0% | 0% | 1% | 6 | -1% | 1% | -4% | 1%
NC(=S)N/N=C/c1ccccc1[N+](=O)[O-] | 0% | -1% | ? | 0% | ? | -3% | 12 | ? | -5% | 6% | -1%
CCCN1CCC(=NNc2ccc(S(N)(=O)=O)cc2[N+](=O)[O-])CC1 | 16% | 12% | 8% | 8% | 7% | -2% | 1 | ? | -18% | -5% | 3%
CN(C)/C=N/c1ncc(C(=O)c2ccc3ccccc3c2)s1 | ? | 3% | -10% | ? | ? | 3% | -1 | ? | 0% | 23% | 24µM*
CCC(=O)Nc1ccc(NC(=O)CSc2nnnn2-c2ccc(OC)cc2)cc1 | 1% | 1% | 4% | 0% | ? | -2% | 7 | 0% | 5% | 8% | -3%
CCOC(=O)CSc1nc2c(c(=O)[nH]c(=O)n2C)n1CCc1ccccc1 | 3% | -6% | -3% | -2% | -1% | -1% | 4 | -12% | -27% | -4% | 7%
N#CCCN1CCN(S(=O)(=O)c2ccc(S(=O)(=O)N3CCCC3)cc2)CC1 | 0% | 2% | -7% | 12% | -5% | -2% | -7 | ? | 4% | -2% | -1%
CC(=C\C(=O)O)/C(=C/c1ccc(C)o1)C(=O)O | 0% | ? | -26% | -5% | -4% | -5% | 25 | -9%[11.5 µM] | 41% | -1% | 4%
COCCn1cnc2c1c(=O)n(CC(=O)Nc1cc(C)on1)c(=O)n2Cc1ccccc1 | 1% | -5% | -2% | 6% | 7% | -3% | . | 0% | -6% | -1% | 0%
